DDE Tn7 FP inh: disrupts Tn7 cyclic peptide binding to fibrin D-Dimer-E complex | inhibition, % at 8.3 µM | AID 720508 | 370,000 tested, 0.13% active | P02675 | FP displacement of FITC-Tn7 peptide from fibrin DD(E); 0% = median of compound wells per plate;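 active = inhibition above the mean of compounds falling within the control limits plus 3 SD of them, cut at about 14% in these data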;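 note: 0% = plate median of compound wells and 100% = 10 µM Aha-Tn7 peptide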
Target sequence (P02675 whole entry, looked up): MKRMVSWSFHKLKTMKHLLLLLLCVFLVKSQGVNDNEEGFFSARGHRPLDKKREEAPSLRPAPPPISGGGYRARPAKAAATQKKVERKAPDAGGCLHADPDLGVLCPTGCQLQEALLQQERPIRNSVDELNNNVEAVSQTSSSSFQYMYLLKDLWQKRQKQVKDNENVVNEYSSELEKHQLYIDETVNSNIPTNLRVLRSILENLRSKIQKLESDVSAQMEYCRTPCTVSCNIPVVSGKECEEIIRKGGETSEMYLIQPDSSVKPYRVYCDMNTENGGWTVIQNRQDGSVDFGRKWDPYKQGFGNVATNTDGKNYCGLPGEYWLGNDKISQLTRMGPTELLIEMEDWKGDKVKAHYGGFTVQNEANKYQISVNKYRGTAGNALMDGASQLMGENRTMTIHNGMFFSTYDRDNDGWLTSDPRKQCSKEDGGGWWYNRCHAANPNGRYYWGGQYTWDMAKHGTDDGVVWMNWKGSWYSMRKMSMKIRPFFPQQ
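Test system – human fibrin DD(E) · Times – 10 min preincubation, 3 h with tracer, room temperature · Detection – fluorescence polarization of the labelled Tn7 tracer · Measure – percent inhibition normalized to high-control wells · Benchmarks – high control wells with 10 µM unlabelled Aha-Tn7 peptide (full inhibition) · Repeats – singlicate testing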
HTRA1 inhibitor: inhibitors of human serine peptidase HTRA1; recombinant HTRA1, FP-rhodamine activity-based probe, fluorescence polarization; inhibition, % at 5.96 µM; 340,000 tested, 0.5% active; in the data active = inhibition above about 36%;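 note: 0% = enzyme with DMSO and 100% = wells lacking enzyme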
SIAE inh: human SIAE inhibition, primary screen. Q9HAT2. inhibition, % at 9.66 µM. 370,000 tested, 0.69% active. SIAE FP-Rh probe binding, fluorescence polarization;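 active = inhibition above a cutoff: mean of compounds within the control limits plus 3 SD of those, cut at about 17% in these data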;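 note: 0% = plate median of compound wells and 100% = probe without SIAE protein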
PRMT1 FP inh: inhibitors of human PRMT1. Q99873. recombinant PRMT1, activity-based probe fluorescence polarization. inhibition, % at 2.79 µM. 370,000 tested, 1.3% active;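 active = inhibition above about 21% made by adding two undisclosed values, limit read from the data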
Target sequence (Q99873 whole entry, looked up): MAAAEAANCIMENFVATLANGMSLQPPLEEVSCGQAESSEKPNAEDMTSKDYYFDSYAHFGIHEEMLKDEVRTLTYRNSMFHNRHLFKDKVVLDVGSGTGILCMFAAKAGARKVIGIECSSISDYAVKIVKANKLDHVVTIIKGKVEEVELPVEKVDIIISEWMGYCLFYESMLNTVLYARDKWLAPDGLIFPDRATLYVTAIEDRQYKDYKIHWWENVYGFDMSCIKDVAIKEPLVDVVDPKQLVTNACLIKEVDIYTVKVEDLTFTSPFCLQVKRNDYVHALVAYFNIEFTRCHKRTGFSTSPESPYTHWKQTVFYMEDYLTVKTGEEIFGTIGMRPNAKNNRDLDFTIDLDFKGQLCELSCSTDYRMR
LEDGF integ inh: blocks HIV-1 LEDGF/p75-dependent DNA integration; 370,000 tested, 0.64% active; TR-FRET IN-LEDGF/p75 DNA integration, Eu/Cy5; inhibition, % at 3.7 µM;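 active = inhibition above the screen-wide mean plus 3 SD, cut at about 13% in these data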;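 note: signal is the Cy5 over europium emission ratio at 671 and 618 nm; 0% = plate median of compound wells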
mABHD4 FP: ABHD4 (mouse) inhibition, primary FP screen; Q8VD66; purified mABHD4, FP-Rh probe fluorescence polarization; inhibition, % at 8.92 µM; 370,000 tested, 0.54% active;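 active = inhibition exceeding the mean over every tested compound plus 3 SD, cut at about 30% in these data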;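 note: 0% = plate median of compound wells and 100% = S159A mutant with DMSO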
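Assay system: Wild-type mouse ABHD4 protein | Medium: HEPES pH 7.0 buffer, 150 mM NaCl, 0.01% Pluronic F-127 | Incubation: Enzyme–compound pre-incubation 45 min, then probe 60 min, both 25 °C | Technique: Fluorescence polarization with parallel and perpendicular emission, 525/598 nm | Evaluation: % inhibition of FP-Rh probe binding versus controls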
TDP2 absorb: TDP2 (human) inhibition, absorbance primary screen; O95551; recombinant TDP2, T5PNP hydrolysis, p-nitrophenol absorbance 415 nm; inhibition, % at 12.8 µM; 370,000 tested, 0.34% active; AID 720702;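 active = inhibition above the mean of all tested compounds plus 3 SD, set per campaign, cut at about 25% in these data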;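 note: 0% = DMSO with enzyme and 100% = buffer with substrate but no TDP2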
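System: recombinant human TDP2 / Amount: 120 nM TDP2 per well / Also added: 5 mM T5PNP chromogenic substrate / Doses: 12.8 µM single point, 1% DMSO / Incubation: 2 h at 37 °C / Detection: p-Nitrophenol epi absorbance / Evaluation: % inhibition relative to enzyme-containing and enzyme-free wells / Repeats: singlicate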
PG9 Ab binder: small molecules binding HIV-1 gp120 antibody PG9; 360,000 tested, 0.43% active; TR-FRET gp120-PG9 antibody binding; inhibition, % at 6.7 µM; in the data active = inhibition above about 8.5%
UHRF1 binding: UHRF1 methyl-DNA binding inhibition. Q96T88. UHRF1 binding to methylated oligo, TR-FRET. inhibition, % at 4.4 µM. 370,000 tested, 0.75% active. AID 687016; in the data active = inhibition above about 21%;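 note: UHRF1 SRA domain binding a hemimethylated CpG hairpin DNA probe; 0% = median of test compound wells and 100% = reference inhibitor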
TCR-CD3 inh: inhibitors of human TCR-CD3 interaction | TAMRA-labeled TCR probe fluorescence, biochemical | inhibition, % at 9.4 µM | 360,000 tested, 0.37% active; in the data active = inhibition above about 19%;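 note: recombinant mutant TCR 2C K166C tagged with TAMRA read by polarization; 0% = receptor in buffer alone and 100% = receptor with positive control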
Starred values were filed as active, the others as inactive; nt = no result given; & = joins results of further samples. The order is random, and some 4.2% of all compounds hit somewhere here.

SMILES | DDE Tn7 FP inh | HTRA1 inhibitor | SIAE inh | PRMT1 FP inh | LEDGF integ inh | mABHD4 FP | TDP2 absorb | PG9 Ab binder | UHRF1 binding | TCR-CD3 inh
CC(C)CC1c2[nH]c3ccccc3c2CCN1C(=O)CCC(=O)N(C)C (configuration not stated) | 15* | -1 | 1 | 1 | 0 | -4 | 0 | -0.1 | -1 | -7
COc1ccc(CNC(=O)c2c[nH]c3ccccc3c2=O)cc1 | 1 | -2 | -4 | 2 | -2 | -9 | -17 | 0.1 | 2 | -3
O=C1CCCC/C1=C\Nc1ccc(Cl)cn1 | 0 | -4 | -8 | 3 | -2 | -2 | -4 | -0.2 | -1 | 0
Cc1cc(C)c(C(O)c2ncc(-c3cccc4ccccc34)[nH]2)c(C)c1 (configuration not stated) | -3 | nt | 2 | 18 | 1 | 8 | -2 | -1.7 | -1 | -3
Cc1ccc(S(=O)(=O)Nc2nc(CN3CCOCC3)nc3sc(C)c(C)c23)cc1 | -7 | 11 | -1 | -7 | 3 | 4 | -11 | -1.5 | 0 | 1
Cc1ccc(-c2nnc(Nc3ccc(C(=O)N(C)C)cc3)c3ccccc23)cc1S(N)(=O)=O | 1 | -3 | -5 | 0 | 2 | -1 | 4 | -1.4 | -3 | 2
CN(Cc1cccc(Cl)c1Cl)CC(O)COc1ccccc1 (configuration not stated) | 5 | -6 | -3 | -2 | 4 | 6 | 8 | -1.4 | -2 | 1
CC1CCCCC12NC(=O)N(CC(=O)Nc1ccccc1-c1ccccc1)C2=O (configuration not stated) | 4 | 2 | 1 | -2 | 8 | -5 | -20 | -1.1 | -1 | 0
Cc1cc(SCC(=O)c2cccs2)nc2c(C)cccc12 | 1 | -35 | -5 | 4 | 4 | -25 | 2 | 2.4 | 3 | -4
Cc1cc(OCC(=O)OC(C)C(=O)NC2CC2)c(C(C)C)cc1Cl (configuration not stated) | -3 | 0 | 2 | -1 | -5 | 0 | -3 | 4.8 | 0 | 10
C=CCn1c(CCC(O)COCCC)n[nH]c1=S (configuration not stated) | -7 | 2 | 3 | -1 | 2 | 1 | -5 | 0.9 | 0 | 2
CCSC1=C(C#N)C(c2ccc(F)cc2)CC(=O)N1 (configuration not stated) | 7 | -1 | 0 | 3 | -1 | -1 | 4 | 0.8 | 4 | -4
COc1cc(/C=C(\C#N)C(=O)Nc2ccccc2C(=O)O)cc(Cl)c1OC | 2 | 0 | -20 | 7 | 3 | -18 | 1 | 3.3 | 6 | -14
CCC1C(=O)n2nc(-c3ccccc3)cc2N=C1C (configuration not stated) | 8 | -1 | 5 | 5 | 0 | 0 | 6 | 1.3 | -1 | 7
COc1ccccc1NC(=O)COC(=O)c1ccc2c(c1)nc(C)n2-c1ccccc1 | 0 | -10 | -6 | 2 | -2 | -3 | -11 | 0.7 | 4 | -9
COCCNc1nc(Nc2ccccc2Cl)c2sc(-c3ccccc3)cc2n1 | -2 | nt | -2 | 1 | -1 | 2 | -5 | 1.6 | 3 | -7
O=C(O)c1cc2c(cc1Br)OCCCO2 | 5 | 8 | 4 | -1 | 3 | -5 | 7 | 1.5 | -5 | 0
CSCc1nnc(NC(=O)c2ccc(S(=O)(=O)N(C)C)cc2)o1 | -1 | 0 | 5 | -4 | 0 | 3 | -5 | 1.1 | -1 | 1
CCC(C)(C(=O)Nc1c(C)cccc1C)N(C)C(=O)c1ccc2ccccc2n1 (configuration not stated) | 1 | 2 | -3 | -2 | -6 | 2 | 9 | -0.2 | -1 | 4
OC1C2COC(O2)C2OC(c3ccccc3)OC12 (configuration not stated) | -4 | nt | -5 | 3 | -4 | 1 | -3 | -0.8 | -2 | -6
CCc1nc2c(OCc3ccccc3C)cccn2c1N(C)C(=O)c1ccc(C)cc1 | -1 | nt | 2 | 1 | -3 | -1 | 5 | -0.9 | -2 | -7
CC(C)c1nn2c(=O)cc(CSc3ccccc3NC(=O)c3ccccc3F)nc2s1 | -8 | 1 | 0 | 1 | -5 | 4 | -6 | -0.1 | 3 | -3
O=C1C=C(OCc2ccccc2)CN1 | 1 | 3 | -1 | 4 | -1 | 3 | 6 | 1.4 | 1 | -3
CC(=O)c1cc2c(cc1NC(=O)c1ccc(C)cc1)OCCO2 | 3 | -7 | -1 | -5 | 3 | -2 | 9 | 7.9 | -1 | -1
Cc1ccc(NC2=C(C(=O)c3ccccc3)N(C)S(=O)(=O)c3ccccc32)cc1 | -5 | -3 | -5 | -2 | 0 | -7 | -14 | -0.8 | 2 | 0

One compound at a time, from the list above.
Listed for CN(Cc1cccc(Cl)c1Cl)CC(O)COc1ccccc1 (configuration not stated) = DDE Tn7 FP inh: 5; HTRA1 inhibitor: -6; SIAE inh: -3; PRMT1 FP inh: -2; LEDGF integ inh: 4; mABHD4 FP: 6; TDP2 absorb: 8; PG9 Ab binder: -1.4; UHRF1 binding: -2; TCR-CD3 inh: 1
Listed for Cc1cc(SCC(=O)c2cccs2)nc2c(C)cccc12 = DDE Tn7 FP inh: 1; HTRA1 inhibitor: -35; SIAE inh: -5; PRMT1 FP inh: 4; LEDGF integ inh: 4; mABHD4 FP: -25; TDP2 absorb: 2; PG9 Ab binder: 2.4; UHRF1 binding: 3; TCR-CD3 inh: -4

Other compounds.
SMILES | DDE Tn7 FP inh | HTRA1 inhibitor | SIAE inh | PRMT1 FP inh | LEDGF integ inh | mABHD4 FP | TDP2 absorb | PG9 Ab binder | UHRF1 binding | TCR-CD3 inh
Cc1cccc(CCNC(=O)C2CCC(=O)N(Cc3ccccc3F)C2)n1 (configuration not stated) | -5 | 1 | -1 | 1 | 2 | 2 | 14 | -0.9 | 1 | 10
COC(=O)c1ccccc1NC(=O)c1cc(OC)cc(OC)c1 | 0 | -24 | -3 | 3 | 0 | -9 | 4 | -0.5 | 7 | -1
Cc1ccc2cc3cc(C(=O)NCCCN4CCc5ccccc5C4)oc3nc2c1 | -8 | -22 | -8 | 1 | -1 | 3 | -2 | 0.3 | -5 | -6
Cc1cccc(OCc2nnc(SCC(=O)N3CCCC3)n2C)c1 | -4 | 2 | -3 | 0 | 0 | 3 | 4 | -0.9 | 0 | 0
C=CCc1cc(/C=N/NC(=O)CSc2nnc(CCCc3ccc(OC)cc3)o2)cc(OC)c1O | -8 | -5 | 7 | 2 | -1 | -8 | -3 | -3.0 | 0 | 2
O=C(O)CCc1ccc(-c2cccs2)n1NC(=O)c1ccc(Cl)cc1 | -4 | 6 | 6 | 17 | 2 | 1 | 4 | -1.1 | -6 | 4
O=C1NC[C@H](CCCCN2C[C@H](Cc3ccccc3)N(CCC3CCCCC3)C(=O)C2=O)N(CCC2CCCCC2)C1=O | -6 | nt | 1 | 0 | -2 | -4 | 1 | -0.7 | -1 | 5
COc1cccc(O)c1CN1CCC(n2nccc2NC(=O)c2ccc3c(c2)OCO3)CC1 | 7 | -10 | 2 | 2 | 2 | 2 | 4 | -0.6 | -1 | 12
O=C(NCCCN1CCC(Cc2ccccc2)CC1)c1ccc2nc(N3CCOCC3)sc2c1 | -3 | 1 | 1 | 0 | 1 | 5 | 19 | -0.3 | -1 | -2
COCCNC(=O)C1CCCN(C(=O)c2ccc3c(c2)C(C)(C)CCC3(C)C)CC1 (configuration not stated) | -2 | nt | 0 | -3 | -1 | 3 | -7 | -1.1 | 0 | -2
O=C(Nc1cccc(Cl)c1)c1ccc(-n2cncn2)c([N+](=O)[O-])c1 | -3 | -4 | -1 | 1 | -2 | -9 | -8 | 0.0 | 3 | 3
CN1CCC2(CC1)C1CN(C)CC=C1C(C#N)=C(N)C2(C#N)C#N (configuration not stated) | 3&2 | 1&4 | 2&4 | 40* | -4&1 | 9&12 | -2&6 | 0.1&-4.8 | -8&-14 | 4&9
COc1ccc(NC(=O)CNC(=O)c2nn(-c3ccc(OC)c(OC)c3)c(=O)c3ccccc23)c(OC)c1 | -2 | 1 | -1 | -1 | -3 | -6 | 2 | -1.6 | 4 | -6
COc1ccc(-n2nc(C(=O)NCc3ccco3)c3ccccc3c2=O)cc1 | 0 | -1 | 1 | 2 | -1 | 5 | 9 | 2.4 | 1 | 9
COc1ccc(Nc2nnc(Cc3ccncc3)c3ccccc23)c(OC)c1 | 5 | 2 | -2 | 5 | 5 | -6 | -10 | -0.7 | 3 | -9
COc1cccc(C(C)NC(=O)Nc2cc(Cl)ccc2OC)c1 (configuration not stated) | 1 | 2 | 0 | 3 | -2 | 0 | 12 | 0.3 | 3 | -4
CCc1ccc(C(=O)CN2C(=O)NC(C)(c3ccc(C)cc3)C2=O)cc1 (configuration not stated) | 0 | -11 | -2 | -6 | 3 | 4 | 3 | -3.7 | -2 | 0
CC(=O)C1=C(c2ccccc2)NC(=O)NC1c1ccc2c(c1)OCO2 (configuration not stated) | -5 | -8 | 3 | -1 | 0 | 2 | 5 | 0.8 | -2 | 6
Cc1cccc(C(=O)NCC(=O)OCC(=O)c2cc(C)n(CC3CCCO3)c2C)c1 (configuration not stated) | -1 | -2 | 10 | 0 | -4 | -1 | -16 | 0.7 | -2 | 6
COc1ccc(CNC(=O)CNC(=O)c2c(C)nn(C)c2Cl)cc1 | 3 | 1 | 1 | 1 | 2 | 2 | 7 | -0.7 | -1 | 1
CCCCN(CCCC)c1ncnc2nc[nH]c12 | 3 | -2 | -4 | 4 | -4 | -3 | -3 | -1.9 | 1 | 0
CCOC(=O)C1(CC2CCCCO2)CCN(C(=O)Nc2ccccc2CC)CC1 (configuration not stated) | 6 | -10 | -2 | 2 | 1 | -11 | -8 | 0.6 | 7 | 1
Nc1cc(C(=O)OCC(=O)c2ccc(CC(=O)N3CCOCC3)s2)ccc1Cl | -5 | 2 | 8 | -4 | 8 | -2 | -2 | 0.0 | 3 | 2
CC(C)(C)OC(=O)C[C@H]1C/C=C\C[C@@H](CC(=O)N[C@H](CO)Cc2ccccc2)C(=O)NC[C@H](c2ccccc2)OC1=O | -1 | -4 | 4 | -3 | 1 | 5 | -1 | -1.9 | -8 | 4
Cc1ccc(NC(=O)CC2Oc3ccccc3NC2=O)c(C)c1 (configuration not stated) | 4 | -1 | 2 | 2 | 1 | 1 | 3 | -0.6 | 2 | -6
O=C(Cc1ccc(S(=O)(=O)N2CCOCC2)s1)N(Cc1ccccc1)c1ccccc1 | 0 | -9 | -3 | -1 | 2 | -6 | 1 | 0.2 | -1 | 4
Cc1ccc(CNC(=O)CCNC(=O)c2ccc(Br)o2)cc1 | -4 | -1 | -3 | -1 | 1 | 3 | 8 | 1.2 | -3 | 3

Structures listed so far that bear a hit mark in PRMT1 FP inh.
canonical_smiles	HTRA1 inhibitor	SIAE inh	PRMT1 FP inh	LEDGF integ inh	mABHD4 FP	TDP2 absorb	PG9 Ab binder	UHRF1 binding	TCR-CD3 inh
CN1CCC2(CC1)C1CN(C)CC=C1C(C#N)=C(N)C2(C#N)C#N (configuration not stated)	1&4	2&4	40*	-4&1	9&12	-2&6	0.1&-4.8	-8&-14	4&9
